Screening results (PubChem BioAssay)
Kir21 inh = inhibitors of mouse Kir2.1 inward-rectifier potassium channel; HEK293-Kir2.1, FluxOR thallium flux fluorescence; stronger effect = lower value; B-score at 10 µM; 310,000 tested, 0.85% active; AID 1672;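 active = fluorescence ratio B-score at or below minus 3 SD of library scores, with starting-brightness B-score within 2 SD, cut at about -4.2 in these data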;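 note: channel flux triggered by added potassium and thallium sulfate stimulus; B-score of peak minus minimum fluorescence over baseline after thallium stimulus; more negative B-score means stronger Kir2.1 block with less thallium influx; some compounds called inactive have numbers as strong as hits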
Target sequence (P35561 whole entry, looked up): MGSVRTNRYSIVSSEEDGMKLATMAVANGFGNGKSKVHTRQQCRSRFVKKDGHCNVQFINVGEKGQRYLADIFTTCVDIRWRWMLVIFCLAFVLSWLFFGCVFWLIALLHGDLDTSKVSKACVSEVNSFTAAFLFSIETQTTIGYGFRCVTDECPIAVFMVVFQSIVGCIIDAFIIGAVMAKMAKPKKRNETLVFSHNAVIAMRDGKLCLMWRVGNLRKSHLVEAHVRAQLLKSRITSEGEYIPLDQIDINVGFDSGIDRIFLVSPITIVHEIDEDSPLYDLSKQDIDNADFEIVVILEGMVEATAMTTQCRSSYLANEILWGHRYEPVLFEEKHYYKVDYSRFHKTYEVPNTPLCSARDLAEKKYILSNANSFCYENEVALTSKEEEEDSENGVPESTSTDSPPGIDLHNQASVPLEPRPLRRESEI
KCNQ2 inh = KCNQ2 channel blockers in CHO-K1 cells – cell-based, FluxOR thallium flux, B-score, primary screen (AID 2156). O88943. 20 min; stronger effect = lower value. B-score at 10 µM. 310,000 tested, 1.1% active;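 active = fluorescence ratio B-score at most minus 3 library SDs, with starting brightness B-score within 2 library SDs, cut at about -5.5 in these data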
* hit, by the source's call; i = inactive. Rows are unselected; overall some 1.9% were active at least once.

Start of the listing, in advance, 5 compounds:
Sequence of screens: KCNQ2 inh, Kir21 inh
Cc1nc2nc3c(cn2n1)C(=O)CC(c1ccccc1)C3 (stereo not drawn)
  i, -1.4
COc1cc2c(c(OC)c1OC)C(=O)CC2
  i, -2.2
O=C(NCCO)C(=O)Nc1cc2c3c(c1)CCN3C(=O)CC2
  i, 0.09
CCOCCn1c(CC)nc2ccccc21
  i, -0.15
CCCNc1nc2c(c(=O)n(C)c(=O)n2C)n1Cc1ccc(F)cc1
  i, -1.2

Main list, from the first entry:
Sequence of screens: KCNQ2 inh, Kir21 inh
Cc1nc2nc3c(cn2n1)C(=O)CC(c1ccccc1)C3 (stereo not drawn)
  i, -1.4
COc1cc2c(c(OC)c1OC)C(=O)CC2
  i, -2.2
O=C(NCCO)C(=O)Nc1cc2c3c(c1)CCN3C(=O)CC2
  i, 0.09
CCOCCn1c(CC)nc2ccccc21
  i, -0.15
CCCNc1nc2c(c(=O)n(C)c(=O)n2C)n1Cc1ccc(F)cc1
  i, -1.2
O=C1C2CC=CCC2C(=O)N1c1ccc(OCC(O)Cn2nnc3ccccc32)cc1 (stereo not drawn)
  i, 0.75
CN(CC(=O)Nc1ccc(Cl)c(C(F)(F)F)c1)C(=O)Cc1n[nH]c(=O)c2ccccc12
  i, -0.9
COC(=O)C1(C)CCC(C(=O)Nc2ccccc2)C1(C)C (stereo not drawn)
  i, -0.03
Cc1ccc(NC(=S)NCCN(C2CCCCC2)C2CCCC2)cc1C
  i, -2.1
CNC(=O)C1CC(=O)N(CCc2ccc(OC)cc2)C(=Nc2ccc(OC)cc2)S1 (stereo not drawn)
  i, 0.19
COc1cccc(C(=O)OCCCN(C)C)c1
  i, -0.13
O=C(CN(Cc1ccc(F)cc1)C(=O)CNS(=O)(=O)c1ccc(F)cc1)NCC1CCCO1 (stereo not drawn)
  i, -2
COCc1n[nH]c(=S)n1-c1ccccc1
  i, -0.49
Cc1c(C)n2c(SCC(=O)N3CCCCC3)nnc2[nH]c1=O
  i, -0.3
N#Cc1c(NC(=O)C2CC(c3c(F)cccc3Cl)=NO2)sc2c1CCC2 (stereo not drawn)
  i, 0.94
O=C(NC(Cc1ccccc1)C(=O)O)/C(=C/c1ccc([N+](=O)[O-])cc1)NC(=O)c1ccccc1Br (stereo not drawn)
  i, 1.8
COc1ccc(C(=O)NC(=S)Nc2ccc(CN3CCOCC3)cc2)cc1OC
  i, -0.87
Nc1ccc(Nc2ccccc2N)cc1
  i, 0.31
Cc1cccc(CCNC(=O)C2CCC(CNS(=O)(=O)c3cccs3)CC2)c1 (stereo not drawn)
  i, 0.19
NNC(=O)c1oc2nc(-c3ccc(Cl)cc3)cc(-c3ccccc3)c2c1N
  i, -0.57
Cc1csc(NC(=O)CN2C(=O)c3ccccc3S2(=O)=O)n1
  i, 0.02
CCNc1nc(Cl)nc(-c2cn(-c3ccccc3)c3ccccc23)n1
  i, 0.11
CC1(NC(=O)c2cccc(S(=O)(=O)N3CCN(c4ccccc4)CC3)c2)CCS(=O)(=O)C1 (stereo not drawn)
  i, -0.85
COc1cc(/C=C/C(=O)NC(C)C2CC3CCC2C3)cc(OC)c1OC (stereo not drawn)
  i, -0.44
COc1ccc(C2(C)NC(=O)N(CC(=O)Nc3c(C)n(C)n(-c4ccccc4)c3=O)C2=O)cc1 (stereo not drawn)
  i, 2.1
N#Cc1ccc(CSc2nnc(-c3c[nH]c4ccccc34)n2-c2ccccc2)cc1
  i, -0.14
Cc1[nH]c2ccccc2c1SCc1n[nH]c(=S)n1C
  i, -2.5
CCC(=NCCc1c(C)[nH]c2ccc(C)cc12)C1=C(O)CC(c2ccccc2)CC1=O (stereo not drawn)
  i, 0.79
CS(=O)(=O)N1CCN(c2ccc(NC(=S)NC(=O)c3cccs3)cc2)CC1
  i, 0.55
CC1(C)C2CCC1(CS(=O)(=O)N1CCN(c3ccccc3F)CC1)C(=O)C2 (stereo not drawn)
  i, 2.2
O=C(NCC(=O)N(CC1CCCO1)C(C(=O)NC1CCCCC1)c1ccc(F)cc1)c1ccco1 (stereo not drawn)
  i, -0.09
COCCn1nnnc1CN1CCN2CCCC2C1 (stereo not drawn)
  i, 1.3
O=C(CN(C(=O)CCC(=O)Nc1ccccn1)c1ccc(F)cc1)NCCc1ccccc1
  i, 0.15
COCCN(C(=O)c1cc(-c2ccncc2)nc2ccccc12)c1c(N)n(CC(C)C)c(=O)[nH]c1=O
  i, -2
CN(CC(=O)Nc1ccc(F)c(F)c1F)C(=O)C1CC(=O)N(c2ccc3c(c2)OCCO3)C1 (stereo not drawn)
  i, -0.25
C=CCN(c1ccc(C(=O)Nc2cccc(C)c2)cc1)S(C)(=O)=O
  i, -0.14
C=CCn1c(SCc2c(C)noc2C)nc2sc3c(c2c1=O)CCCCC3
  -6.5*, 0.13
COC(=O)N/N=C/c1ccccc1OCCOc1ccc(OC)cc1
  i, -0.46
Cc1c(CNC(=O)c2nn3c(c2Cl)NC(c2ccccc2)CC3C(F)(F)F)cnn1C (stereo not drawn)
  i, 0
COCCn1ccc2c(OCC(=O)NCCc3ccccc3)cccc2c1=O
  i, -0.44
COc1ccc(-c2cccc(NS(=O)(=O)c3cc([N+](=O)[O-])c(C)c([N+](=O)[O-])c3)c2)nn1
  i, 0
CC(C)CNC(=O)CC1Nc2ccccc2NC1=O (stereo not drawn)
  i, -3.1
COc1ccc(OCC(=O)Nc2nc3c(s2)CCCC3)cc1
  i, 1.8
CC(O)Cn1nc([N+](=O)[O-])nc1N (stereo not drawn)
  i, 0.83
COc1ccccc1C(CNC(=O)c1cccc(NS(=O)(=O)c2ccc(C)c(F)c2)c1)N1CCCC1 (stereo not drawn)
  i, -0.39
COc1cc(/C=N/Nc2nc(N3CCCC3)nc(N3CCCC3)n2)ccc1O
  i, -0.27
O=C(N/N=C/c1ccncc1)c1cccc([N+](=O)[O-])c1
  i, -1.5
N=c1n(CC(=O)O)c2ccccc2n1Cc1ccccc1Cl
  i, 0.56
COc1ccc(-c2nc(N)nc(C(F)(F)F)c2-c2ccccc2OC)c(O)c1
  i, -1.9
Cc1ccc(Cc2cnc(N3C(=N)SC(c4ccccc4)C3=O)s2)cc1 (stereo not drawn)
  i, 0.55

Following part.
Sequence of screens: KCNQ2 inh, Kir21 inh
CCOC(=O)n1c(=O)n(Cc2ccccc2)c2ccccc21
  i, 1.7
COc1ccc(S(=O)(=O)NNc2nc(C)cc(C)n2)cc1[N+](=O)[O-]
  i, -0.04
O=C(COC(=O)c1ccc(F)c(S(=O)(=O)N2CCOCC2)c1)NCc1ccco1
  i, 0.92
CCc1ccc(-n2c(SCC(=O)N3Cc4ccccc4CC3C(=O)O)nnc2-c2ccncc2)cc1 (stereo not drawn)
  i, -1.6
CCOC(=O)CC1C(=O)NCCN1S(=O)(=O)c1ccc(C)cc1 (stereo not drawn)
  i, 0.92
CC(=O)N1c2ccc(S(=O)(=O)N(C)Cc3ccco3)cc2CC1C (stereo not drawn)
  i, -0.95
O=C(O)CCCN1C(=O)C(=O)/C(=C(/O)c2ccccc2)C1/C=C/c1ccccc1 (stereo not drawn)
  i, 0.92
O=C(CNC(=O)c1ccccc1)NCCc1nc2ccccc2[nH]1
  i, -2.1
S=C1SCN(CC2CC2)CN1CC1CC1
  i, 0.19
O=C(CNC(=O)c1ccccc1F)N/N=C/c1cccs1
  i, -2.7
COn1c(SC(C)C)nc2ccccc2c1=O
  i, 0.08
Nc1nc(N2CCN(Cc3ccccc3)CC2)n[nH]1
  i, -0.04
COc1cc2c(cc1OC)C(C)N(S(=O)(=O)c1cccs1)CC2 (stereo not drawn)
  i, -0.58
Cc1cccc(-n2nnc(C(=O)NCc3ccc4c(c3)OCO4)c2N)c1
  i, 0.25
CC(C)CC(=O)Nc1nnc(S(=O)(=O)Nc2ccccc2)s1
  i, 0.63
COc1ccc(Cn2cc(F)c(=O)n(CCC(C)C)c2=O)cc1[N+](=O)[O-]
  i, -0.3
CCc1nc2ccc(C(=O)NCc3ccco3)cc2nc1CC
  i, 0.64
N#Cc1c(NC(=O)COC(=O)c2ccc(S(=O)(=O)N3CCCC3)cc2)sc2c1CCCCC2
  i, 2.5
COc1ccc(NC(=O)CN(c2ccccc2)S(=O)(=O)N(C)C)cc1OC
  i, 1.1
O=C(NC(=S)Nc1ccc(S(=O)(=O)N2CCCCC2)cc1)c1ccc(Cl)cc1
  i, 1.1
CSC(=NC1CCCCC1)NS(=O)(=O)c1ccccc1
  i, -1.1
CCc1ccc(C(=O)CN2CCSC2=N)cc1
  i, -4.5*
N#Cc1cccc(Nc2c3c(nc4ccccc24)CCC3)c1
  i, -1.4
CCOc1ccc(CCNC(=O)COC(=O)COc2ccccc2C)cc1OCC
  i, -1.1
Cc1ccc(NC2=NC(C(=O)Nc3ccc(C)c(C)c3)CC(=O)N2)cc1 (stereo not drawn)
  i, -1.9
CC1CCCC(C)N1C(=O)Cn1c(SCC(=O)Nc2ccc3c(c2)OCO3)nc2ccccc21 (stereo not drawn)
  i, -0.03
Cc1nnc(SCC2=C(C(=O)O)N3C(=O)C(NC(=O)C(C)n4nc(C(F)(F)F)cc4C)C3SC2)s1 (stereo not drawn)
  i, 0.52
Fc1ccc(-n2c(-c3ccco3)nc3nc4ccccc4nc32)cc1
  i, -1.2
O=C(c1cc(COc2cccc(C(F)(F)F)c2)on1)N1CCc2ccccc2C1
  i, -1.1
CC1=CC(C)(C)N(S(=O)(=O)c2ccc(C)cc2)c2cc(C)ccc21
  i, -0.79
CSCCC(NS(=O)(=O)c1ccc2c(c1)c(=O)n(C)c(=O)n2C)C(=O)NC1CCN(Cc2ccccc2)CC1 (stereo not drawn)
  i, 0.02
O=C(CSc1nc2c([nH]c3ccccc32)c(=O)n1-c1ccccc1)N1CCOCC1
  i, 0.24
CCOCCCNc1nc2c(c(=O)n(C)c(=O)n2C)n1CCCc1ccccc1
  i, 0.47
COc1cccc(OC)c1C(=O)Nc1cc(Cl)ccc1N1CCOCC1
  i, -0.27
O=S(=O)(c1ccccc1F)N1CCN(CCc2ccccc2)CC1
  i, 1.4
CCCCn1c(N)c(N(CCOC)C(=O)CCNC(=O)c2ccccc2Cl)c(=O)[nH]c1=O
  i, 0
O=C(CN1C(=O)c2ccccc2C1=O)Nc1nc(-c2cccc([N+](=O)[O-])c2)cs1
  i, -0.35
Cc1ccccc1NC(=O)C1CCN(C(=O)NC2CCCCC2)CC1
  i, 0.38
COC(=O)c1ccc(Nc2ncnc3c2cnn3-c2cccc(C)c2)cc1
  i, 0.29
O=C(N1CCOCC1)N1CCN(S(=O)(=O)c2ccc(Cl)cc2)C1
  i, 0.39
O=C(O)/C=C(\Oc1ccccc1)C1(O)CCCCC1
  i, -1
COc1cccc(/C=C/C(=O)OCC(=O)NCC2CCCO2)c1 (stereo not drawn)
  i, -1.7
COc1ccc2[nH]cc(C(=O)CN3CC(C)CC(C)C3)c2c1 (stereo not drawn)
  i, -0.04
CN(CC(=O)N1CCOCC1)S(=O)(=O)c1cc(Cl)ccc1Cl
  i, 0.75
CC(=C1C(=O)c2ccccc2C1=O)N1CCN(C/C=C/c2ccccc2)CC1
  i, -0.02
Cc1ccc(CNC(=O)CCC2CCCN(Cc3cccc4c3OCO4)C2)o1 (stereo not drawn)
  i, -0.77
Cc1oc(-c2cccc(Cl)c2)nc1CN1CCC(C(=O)NCCCN2CC(C)CC(C)C2)CC1 (stereo not drawn)
  i, -0.51
O=C(COc1ccc(-n2cnnn2)cc1)NCCc1ccc(F)cc1
  i, 1.3
CN(C)c1ccc(S(=O)(=O)N2CCCCC2)cc1NC(=O)COc1ccccc1F
  i, -1.8
Cc1nnsc1C(=O)Nc1ccccc1Cl
  i, -0.01

The results go on.
Sequence of screens: KCNQ2 inh, Kir21 inh
CC(C)(C)c1cc2cccnc2n1Cc1ccccc1
  i, -3.4
CCOC(=O)NC(NCc1ccccc1)(C(F)(F)F)C(F)(F)F
  i, 0.17
CCCCN(Cc1cc2ccccc2[nH]c1=O)S(=O)(=O)c1ccc(C)cc1
  i, 2
CCOc1ccc(-c2nnc(NC(=O)Cc3cc(OC)c(OC)c(OC)c3)o2)cc1
  i, 1.1
CC(C)(C)c1ccc(C(CC(=O)O)NC(=O)c2ccccc2F)cc1 (stereo not drawn)
  i, -0.09
Cc1ccc(C2=NNC(=O)C(c3c[nH]c4ccccc34)C2)cc1 (stereo not drawn)
  i, 0.28
Cc1onc(-c2ccccc2)c1C(=O)Nc1ccc(NC(=O)c2c(-c3ccccc3)noc2C)cc1
  i, 1.1
CC1=C(C)CC2C(=O)N(Cc3ccccc3)C(=O)C2C1 (stereo not drawn)
  i, -1.1
O=C(O)c1ccccc1CSc1ccccn1
  i, -0.88
COc1ccc(-c2cc(=O)c3c(O)c(OC)c(O)cc3o2)cc1
  i, 0.02
CCOc1cccc(NC(=O)C2CC(=O)N(C)C2)c1 (stereo not drawn)
  i, -0.83

One compound at a time, from the list above. Screens in order: KCNQ2 inh	Kir21 inh
Record of `CCOC(=O)NC(NCc1ccccc1)(C(F)(F)F)C(F)(F)F` → i	0.17
Record of `CC(C)(C)c1ccc(C(CC(=O)O)NC(=O)c2ccccc2F)cc1` (stereo not drawn) → i	-0.09
Record of `CC1=C(C)CC2C(=O)N(Cc3ccccc3)C(=O)C2C1` (stereo not drawn) → i	-1.1
